# From PubChem BioAssay
# N-glyco inh: blocks N-linked glycosylation in D54 reporter cells. D54 ERlucT glycosylation luciferase reporter, 24 h; percent of 100 nM tunicamycin response. reporter increase, % at 12.5 µM. 360,000 compounds, 0.23% hits. AID 588692;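 active means mean luciferase reporter signal, scaled so untreated is 0 and the glycosylation-blocking control 100, at or above a set limit in every replicate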;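 further: luciferase carries N-glycosylation sites so blocking glycosylation raises the light; 0% = median of neutral control wells and 100% = median of 100 nM tunicamycin wells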
# Granule exo inh: lytic granule exocytosis inhibition | TALL-104 LAMP-1 surface exposure, flow cytometry; cells stimulated with thapsigargin and PMA | inhibition, % at 10 µM | 360,000 compounds, 0.66% hits;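 active means inhibition above about 55%, limit read from the data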
# PDI inh: blocks human protein disulfide isomerase activity. P07237. PDI insulin aggregation turbidity, A650, 90 min. inhibition, % at 10 µM. 350,000 compounds, 0.052% hits. AID 588391;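 active means mean inhibition across replicates of 30% or more, whatever share of single replicates reach that level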;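 further: absorbance from insulin aggregation driven by PDI reduction with DTT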
# H9c2 protect: myocardial damage modulation in H9c2 cells | H9c2 cardiomyocytes, H2O2 injury protection, ATPLite, 2 h | protection from H2O2 cell death, % at 20 µM | 360,000 compounds, 0.63% hits | AID 588492;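 active means compounds giving at least 50% protection of heart cells from peroxide-induced death in the single-dose screen, raw or plate-pattern-corrected value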;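 further: 0% = DMSO wells with peroxide and 100% = DMSO wells without peroxide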
# HTR2A ag: mouse HTR2A agonism via beta-arrestin recruitment; P35363; 360,000 compounds, 0.66% hits; activation, % at 7.6 µM; CHO-K1 mHTR2A beta-arrestin complementation, luminescence; percent of 30 µM serotonin response;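 active means activation above a run cutoff, the mean activation of all tested compounds plus 3 SD, cut at about 14% in these data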;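 further: 0% = plate median of compound wells and 100% = 30 µM serotonin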
# MC4R antagonist: human MC4R antagonism in cAMP assay; P32245; MC4R-expressing cells, MTII-stimulated cAMP, LANCE TR-FRET; inhibition, % at 6.5 µM; 360,000 compounds, 0.48% hits;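 active means inhibition above its plate's cutoff, the mean of tested wells on that plate plus 3 SD, cut at about 29% in these data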;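 further: 0% = Melanotan II alone and 100% = Melanotan II plus saturating MCL0020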
#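 System: U2OS-MC4R stable cell line; Technique: Eu-cAMP/anti-cAMP TR-FRET, emission 671 nm; Repeats: single well per compound; Also added: Melanotan II; Dosing: one concentration, 6.5 µM nominal; Schedule: 30-min compound, 1-h challenge, 1-h detection, room temperature.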
# ABCB6 inh 2: inhibitors of human ABC transporter ABCB6; Q9NP58; K562-ABCB6 porphyrin accumulation, flow cytometry, 1 h; hits give low values; fluorescence ratio to DMSO, % at 10 µM; 360,000 compounds, 0.19% hits;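 active means fluorescence ratio to DMSO below 75%, the collection mean minus 3 SD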;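 further: signal is porphyrin accumulated inside mitochondria; 100% equals median channel fluorescence of DMSO control wells; lower ratio means ABCB6 inhibition with less porphyrin fluorescence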
# ABHD5 PLIN5 PPI: blocks binding of human ABHD5 to perilipin-5; Split G. princeps luciferase complementation, luminescence, 4 h; 360,000 compounds, 0.78% hits; Q00G26+Q8WTS1; inhibition, % at 4 µM;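 active means inhibition above the mean inhibition across every tested compound plus 3 SD, cut at about 22% in these data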;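 further: 0% = DMSO only wells and the 100% control is not disclosed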
# Target sequence (Q00G26 whole entry, looked up): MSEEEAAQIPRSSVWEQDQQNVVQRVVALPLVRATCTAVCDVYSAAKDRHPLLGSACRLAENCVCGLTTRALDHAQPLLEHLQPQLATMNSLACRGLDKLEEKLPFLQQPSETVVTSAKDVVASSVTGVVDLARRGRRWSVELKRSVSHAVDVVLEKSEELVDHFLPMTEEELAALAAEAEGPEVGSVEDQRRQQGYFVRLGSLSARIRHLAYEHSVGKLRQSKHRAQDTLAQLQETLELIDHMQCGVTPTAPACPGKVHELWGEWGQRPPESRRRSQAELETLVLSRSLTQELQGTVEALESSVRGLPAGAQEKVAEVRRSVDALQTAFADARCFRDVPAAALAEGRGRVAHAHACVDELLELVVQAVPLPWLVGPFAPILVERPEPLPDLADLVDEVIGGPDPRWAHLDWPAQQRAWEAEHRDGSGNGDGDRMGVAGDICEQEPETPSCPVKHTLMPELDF
# Target sequence (Q8WTS1 whole entry, looked up): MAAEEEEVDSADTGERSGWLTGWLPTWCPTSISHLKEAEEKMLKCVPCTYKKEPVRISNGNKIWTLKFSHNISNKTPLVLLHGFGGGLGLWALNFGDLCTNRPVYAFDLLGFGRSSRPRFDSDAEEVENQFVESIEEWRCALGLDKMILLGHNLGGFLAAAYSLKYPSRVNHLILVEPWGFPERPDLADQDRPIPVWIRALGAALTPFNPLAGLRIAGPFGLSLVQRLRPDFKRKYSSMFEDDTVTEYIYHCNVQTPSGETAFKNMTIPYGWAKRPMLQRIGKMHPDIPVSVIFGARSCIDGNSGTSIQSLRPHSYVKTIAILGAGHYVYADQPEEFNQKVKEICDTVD
# CaV13 FRET inh: Disruptors of the CACNA1D IQ motif to Ca2+-dependent inactivation inhibitor domain association, primary screening, Förster resonance energy transfer in intact living …; HEK cells, CFP/YFP FRET ICDI-IQ, plate reader, 10 min; percent FRET-ratio fall versus neutral wells; inhibition, % at 12.3 µM; 340,000 compounds, 0.098% hits; AID 743397;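 active means mean replicate inhibition of at least 30% and at least 1% of replicates passing that level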;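 further: 0% = median of the neutral control wells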
# MC4R ag barr: human MC4R agonism via beta-arrestin | P32245 | activation, % at 8.9 µM | 360,000 compounds, 0.98% hits | U2OS MC4R beta-arrestin complementation, luminescence; percent of melanotan II response, DMSO zero;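 active means activation above a per-plate cutoff, the mean activation of sample wells on that plate plus 3 SD, cut at about 8% in these data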
# Active calls of the source: *; . = not tested or not shown.
structure	N-glyco inh	Granule exo inh	PDI inh	H9c2 protect	HTR2A ag	MC4R antagonist	ABCB6 inh 2	ABHD5 PLIN5 PPI	CaV13 FRET inh	MC4R ag barr
C[C@H](CO)N1C[C@H](C)[C@@H](CN(C)C(=O)Nc2ccc3c(c2)OCO3)Oc2c(NC(=O)Nc3ccc4c(c3)OCO4)cccc2C1=O	-1	-4	3	26	3	26	86	3	-5	0.7
Cc1ccc(C(=O)NC2CCN(C(=O)N3CCOCC3)CC2)cc1	0	1	13	-1	-2	-2	94	-7	-8	-1.4
CC(OC(=O)c1ccc(Cl)c(S(=O)(=O)Nc2ccc(F)cc2)c1)C(=O)NC(N)=O (centres undefined)	-1	-2	-1	-6	-3	23	103	2	-2	0.8
CN1CCc2nc(NC(=O)COc3ccc(C#N)cc3)sc2C1	2	-5	-3	6	-5	23	98	-3	-5	0.0
O=C1CN(C(=O)c2ccco2)C(c2ccccc2)c2cc(Cl)ccc2N1 (centres undefined)	3	1	-12	9	8	13	99	1	.	2.3
O=C(NCCc1ccccc1)c1[nH]c(C(F)(F)F)nc1-c1ccccc1	2	3	.	-1	0	.	97	5	-9	.
Fc1ccc(CNc2ncnc3cc(Cl)ccc23)cc1	-3	2	-1	-16	-2	2	9.0*	-11	-17	2.2
CCn1nc(C(=O)OCC(=O)N(CC(C)C)c2c(N)n(Cc3ccccc3)c(=O)[nH]c2=O)c2ccccc2c1=O	2	2	10	18	11	-3	96	4	-6	0.1
N/C(Cc1ccc(Cl)cc1)=N\OC(=O)c1ccc2ccccc2c1	4	2	5	-24	1	23	94	2	-4	9.2*
COc1cc(/C=C(\CCC(=O)O)c2nc3ccccc3s2)ccc1OCC(=O)Nc1c(Cl)cccc1Cl	-2	1	0	20	-5	22	98	3	-7	-0.9
CN(C)CCn1c(C(=O)Nc2ccccc2)cc2ccccc21	-6	-1	-3	3	-10	4	98	-1	.	-0.8
CN(C(=O)COC(=O)c1cc(S(=O)(=O)N2CCOCC2)ccc1F)C1CCS(=O)(=O)C1 (centres undefined)	0	2	-3	0	3	-1	96	0	-2	-3.9
Cc1ccc(/C=N/NC(=O)CSc2nc3ccccc3c(=O)n2-c2ccccc2)s1	2	-2	-7	-1	1	11	96	-3	-5	-2.9
C/C(=N\NC(=O)C1CC1(C)c1ccccc1)c1ccco1 (centres undefined)	-1	1	9	-2	-1	3	104	-5	-4	-1.0
O=C(c1ccc(F)cc1)N1CCC(C(=O)N2CCN(S(=O)(=O)c3cccc(Cl)c3)CC2)CC1	0	-3	-1	-2	1	-1	98	-4	-4	-2.4
CCNc1nc(Sc2ccc(C)cc2)cc(C(F)(F)F)n1	0	-1	-3	-18	-4	-2	92	-5	-5	0.3
CCCc1c(Cc2cccc(F)c2)ncn1Cc1cccc(-c2ccccc2)c1	.	24	.	.	-5	.	.	0	-10	.
CCCCC1CC2=C(C(=O)OC(C)(C)O2)C(c2ccc(F)cc2)O1 (centres undefined)	0	-1	.	0	-1	.	94	-7	-7	.
COc1ccc(CN=C(Nc2ccccc2)SC2CC(=O)NC2=O)cc1 (centres undefined)	1	-2	-1	-2	13	-4	108	-1	3	-1.2
COc1ccc(CNC(=O)CC2Sc3ccccc3NC2=O)cc1 (centres undefined)	0	-2	-23	3	2	-1	99	9	-4	-0.4
CCCCNC(=S)NNC(=O)c1cccnc1	1	1	1	-1	4	-1	94	-7	-5	-1.2
COc1ccc(CC2(C)OC(c3ccccc3)=NN2C(C)=O)cc1 (centres undefined)	2	0	-2	2	4	3	99	2	-8	-0.4
COCCn1c(=O)[nH]c2cc(C(=O)N3CCN(c4ccccc4OC)CC3)ccc2c1=O	1	-2	5	0	9	-2	99	-4	-6	3.0
COc1ccc(CNC(=O)C2CSC(c3ccc(OC)cc3)N2C(C)=O)cc1 (centres undefined)	2	-5	-52	4	8	5	102	-4	-9	-0.6
COCCCNC(=O)c1c(N)n(/N=C/c2ccccn2)c2nc3ccccc3nc12	4	0	18	35	9	8	90	1	.	4.2
CCOC(=O)c1ccc(-c2cccc(-c3cc(=O)oc4cc(OC)cc(OC)c34)c2)cc1	3	-3	0	-6	3	-5	100	-2	.	-2.0
CCC(=O)Nc1ccc(NC(=O)CSc2nc3cc4c(cc3cc2C)CCC4)cc1	8	-3	1	-1	1	1	99	8	-2	9.4*
O=C1/C(=C\c2ccc([N+](=O)[O-])cc2)CCc2ccccc21	-5	-2	-2	-15	-1	11	94	9	-2	-0.1
N/C(=N\OC(=O)Cc1ccc(-c2ccccc2)cc1)c1ccncc1	-1	1	-4	-6	-11	5	101	-1	-2	-1.9
CC1(Cc2ccc(F)cc2)C(=O)Nc2c(Cl)cccc21 (centres undefined)	-1	-10	-3	-6	-3	2	101	-1	-3	1.4
O=C(c1ccco1)N1CCN(C(=O)c2ccc(CS(=O)c3ccc(Br)cc3)o2)CC1 (centres undefined)	-1	-1	-5	2	10	6	99	4	-4	2.4
Cc1ccsc1C(C(=O)NC(C)(C)C)N(C(=O)c1csnn1)c1ccccc1 (centres undefined)	1	-5	-6	-5	2	-2	97	5	-2	-5.0
CCOC(=O)c1c(NC(=O)C2C3CCC(O3)C2C(=O)O)sc(C)c1-c1ccc(F)cc1 (centres undefined)	1	3	-1	6	0	18	104	-1	-1	-0.7
COC(=O)c1sccc1NC(=S)N1CCN(c2ccccc2F)CC1	2	3	-18	4	5	1	93	8	-5	-0.3
COc1ccc(S(=O)(=O)N2CCN(C(=O)c3c(C)nn(-c4ccccc4)c3C)CC2)cc1	2	16	1	2	-3	-4	98	2	-4	-1.0
CCn1c(C(=O)N2CCc3ccccc3C2)cc2oc3ccccc3c21	0	6	0	-9	-5	-5	95	-7	-4	-3.0
O=C(CCC1CCCC1)N=C1SC2CS(=O)(=O)CC2N1c1ccccc1F (centres undefined)	-1	0	0	-5	-3	8	98	-10	-2	-0.6
CCC(C)c1ccc(NC(=O)C2CC2)cc1 (centres undefined)	-2	2	-1	-8	-2	-2	100	-5	.	-1.1
CCOC1=C2CN(S(=O)(=O)c3ccc(C)cc3)C(c3cccc(Cl)c3)CC2N(S(=O)(=O)c2ccc(Cl)cc2)C(c2ccccc2)C1 (centres undefined)	.	0	.	.	3	.	.	6	-7	.
CCOC(=O)c1ccc(N2C(=O)Cc3ccccc3C2=O)cc1	-1	-3	-7	0	1	5	95	-10	-3	-3.3
CN1OC[C@@H]2CN(Cc3cc(Cl)cc(Cl)c3)[C@H](c3cccc(Oc4ccccc4)c3)C[C@@H]21	-5	7	-2	-2	15*	-1	106	-5	-6	-0.6
O=c1[nH]c2ccc(NS(=O)(=O)c3ccc4ccccc4c3)cc2[nH]1	-1	4	-3	-6	-7	14	103	10	-5	0.2
COc1ccc(OC)c(NC(=O)CSc2nnc(C)n2Cc2ccccc2)c1	-3	-6	-2	4	6	-2	96	5	-5	0.2
CCc1nc(Sc2nnnn2-c2ccccc2)c2c3c(sc2n1)CCCC3	-7	-3	11	-8	12	12	105	-6	-4	-1.7
Cc1ccc(NC(=O)NC2CCCCC2)c(C)c1	0	6	1	1	1	11	100	0	-5	-2.0
Cc1cc(=O)oc2c3c(cc(OCC(=O)NCc4cccnc4)c12)OC(C)(C)CC3	6	-4	.	4	-2	3	99	-4	.	-0.4
COc1ccc(NC(=O)C23CC4CC(C2)CC(n2cnc(Br)n2)(C4)C3)c(OC)c1	3	1	5	-1	-4	-49	90	0	.	-1.7
Nc1nonc1C(=O)N/N=C/c1ccc(-c2cccc([N+](=O)[O-])c2)o1	1	-4	5	30	-2	0	85	-4	-3	-2.3
COc1ccc(CN(CCC#N)C(=S)NC(=O)c2ccccc2)cc1	0	2	2	8	0	4	97	-3	0	-0.1
COc1ccc(C2C(C(=O)NCCN3CCOCC3)c3ccccc3C(=O)N2C)cc1OC (centres undefined)	1	0	-10	8	6	7	96	5	-4	-1.4
CCOC1=C2CN(S(=O)(=O)c3ccc(C)cc3)[C@@H](c3cccs3)C[C@H]2[C@H]2C(=O)N(c3ccccc3)C(=O)[C@H]2C1	-3	0	.	1	0	.	99	-1	-6	.
COc1ccc(OC)c(N(CC(=O)Nc2ccc3c(c2)OCO3)S(=O)(=O)c2ccccc2)c1	18	-1	0	7	-6	2	102	-11	-4	-1.8
O=C(NCc1ccc(F)cc1)c1ccc(Cl)c(NC2=NC3CS(=O)(=O)CC3S2)c1 (centres undefined)	1	5	.	0	1	15	101	-8	1	1.1
COc1cc2c(cc1OC)C(C(=O)Nc1cc(OC)c(OC)c(OC)c1)C(c1cccnc1)N(C)C2=O (centres undefined)	3	0	-4	1	-1	-2	89	-5	-6	-1.9
COc1ccc(OCCNS(=O)(=O)c2cccc([N+](=O)[O-])c2)cc1	-1	4	3	2	3	7	97	0	-4	-0.2
Fc1ccc(OCc2nc(-c3ccncc3)n[nH]2)cc1	1	-2	-9	4	-4	-6	95	6	-4	-1.7
CSCc1ccc(C(=O)Nc2cccc(C)c2C)cc1	-1	8	2	-7	-4	11	95	-6	-5	-0.9
COC(=O)C1=C(C)NC(C)=C(C(=O)OC)C1C(=O)OCc1nnc(-c2ccccc2Cl)o1	1	-5	1	10	7	2	97	3	.	-2.3
Cc1ccc(S(=O)(=O)NC2CCCCC2)c(C)c1NS(C)(=O)=O	0	2	10	5	3	-2	95	-7	-2	-0.9
O=C(NC1(C(F)(F)F)NC(=O)N(Cc2ccco2)C1=O)c1cccnc1 (centres undefined)	0	3	-4	8	2	3	91	15	.	1.4

# The listing continues.
structure	N-glyco inh	Granule exo inh	PDI inh	H9c2 protect	HTR2A ag	MC4R antagonist	ABCB6 inh 2	ABHD5 PLIN5 PPI	CaV13 FRET inh	MC4R ag barr
CN(C)S(=O)(=O)Nc1cc(Cl)cc(Cl)c1	1	1	-6	-3	1	2	101	0	1	-1.9
O=C(c1cc(-c2ccccc2O)on1)N1CCc2ccccc2C1	2	-1	.	-28	1	8	98	-2	-11	6.8
C/C(=N\Nc1cc(C)nc(NCc2ccccc2)n1)c1ccc([N+](=O)[O-])cc1	-6	13	-3	-3	-8	5	100	2	-13	-1.2
Cc1c(OCC(=O)NCCN2CCOCC2)ccc2c(-c3ccccc3)cc(=O)oc12	-1	-6	2	8	-3	-2	104	3	-4	-1.1
CC(C)C(C)(C#N)NC(=O)CSc1nc(C2CCCCC2)n(-c2ccccc2)n1 (centres undefined)	-4	-2	-4	-1	-2	-4	98	-4	-4	1.5
O=C1CC(c2ccccc2Cl)C2=C(COC2=O)N1 (centres undefined)	1	0	-10	2	1	0	94	-3	-4	-1.5
COc1ccc(Cl)cc1NC(=O)C1CC(=O)N(c2ccc(F)cc2)C1 (centres undefined)	1	0	-7	11	2	-3	105	-1	.	-0.7
